Assay outcomes (PubChem)
CendR NRP1 mod: modulators of CendR peptide binding to NRP-1, primary screen, biochemical, fluorescence polarization, uHTS; AID 602438, 2012; inhibition, % at 25 µM; 0.85% of 360,000 active; FAM-RPARPAR peptide binding to NRP-1; Neuropilin-1 (Homo sapiens), O14786;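 active means inhibition or corrected inhibition above about 18%, plus a signal ratio from 0.5 to 1.5, limit read from the data, passing the limit was not always enough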; further: strong numbers were not always called active
DNMT1 inh: human DNMT1 methyltransferase inhibitors, primary screen, biochemical, molecular beacon, fluorescence, HinP1I cleavage, uHTS | inhibition (reported as % activation of signal), % at 10 µM | 0.83% of 360,000 active | AID 588458, 2011; in the data active means inhibition above about 50%
NadD inh: inhibitors of S. aureus NadD, primary screen, biochemical, colorimetric, uHTS | Nicotinate-nucleotide adenylyltransferase NadD (Staphylococcus aureus N315) | purified NadD enzyme, colorimetric absorbance read-out | inhibition, % at 20 µM | 0.78% of 360,000 active | AID 602399, 2012; in the data active means inhibition above about 26%; further: some compounds past the cut are filed as inactive
STEP inh: STEP phosphatase inhibitors, primary screen, biochemical, fluorescence intensity, uHTS. Tyrosine-protein phosphatase non-receptor type 5 (Homo sapiens), P54829. recombinant STEP, OMFP fluorogenic substrate. inhibition, % at 20 µM. 0.25% of 360,000 active;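 active means inhibition at 20 µM, scaled per plate between control wells, above about 37%, limit read from the data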;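 further: 0% = DMSO with enzyme and substrate and 100% = substrate only without enzyme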
Target sequence (P54829 whole entry, looked up): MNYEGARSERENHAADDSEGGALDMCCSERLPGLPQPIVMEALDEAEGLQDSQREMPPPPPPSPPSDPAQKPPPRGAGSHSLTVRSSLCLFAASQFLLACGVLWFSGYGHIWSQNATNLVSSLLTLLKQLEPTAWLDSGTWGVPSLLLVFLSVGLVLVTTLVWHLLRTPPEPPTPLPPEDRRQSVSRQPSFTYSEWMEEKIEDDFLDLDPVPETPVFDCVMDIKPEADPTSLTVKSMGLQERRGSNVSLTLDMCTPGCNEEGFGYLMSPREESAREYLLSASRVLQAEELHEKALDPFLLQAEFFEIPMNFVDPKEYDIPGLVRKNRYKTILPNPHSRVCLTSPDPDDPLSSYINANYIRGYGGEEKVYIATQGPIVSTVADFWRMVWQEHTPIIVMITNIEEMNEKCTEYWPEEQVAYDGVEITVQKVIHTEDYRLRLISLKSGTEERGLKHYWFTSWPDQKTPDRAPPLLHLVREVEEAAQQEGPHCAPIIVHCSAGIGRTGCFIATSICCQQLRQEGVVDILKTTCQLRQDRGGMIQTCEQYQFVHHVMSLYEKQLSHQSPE
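Assay system: isolated STEP enzyme. Buffer or medium: pH 6.0 Bis-Tris with DTT and Tween 20. Also added: fluorogenic phosphatase substrate OMFP at 25 µM final. Dosing: 20 µM, 1% DMSO. Timing: 20 min reaction, room temperature, in the dark. Measured by: fluorescence intensity, excitation 480 nm, emission 540 nm. Evaluation: normalized % inhibition.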
SKN-1 inh: suppressors of acrylamide-induced Pgst-4::GFP reporter in worms, primary screen, SKN-1 inhibitor project, whole organism, uHTS, GFP/RFP fluorescence ratio, strain VP596; C. elegans VP596 Pgst-4::GFP/RFP ratio, 24 h; inhibition, % at 21.8 µM; 0.49% of 360,000 active; AID 624304, 2012;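 active means interference check ratio from 0.5 to 1.5 plus GFP to RFP signal ratio inhibition reaching or exceeding a fixed threshold, cut at about 30% in these data, passing the limit was not always enough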; further: some compounds called inactive have numbers as strong as hits
LMPTP block: LMPTP phosphatase inhibitors, primary screen, biochemical, fluorescence intensity, uHTS. Low molecular weight phosphotyrosine protein phosphatase (Homo sapiens), P24666. recombinant LMPTP-A, OMFP fluorogenic substrate. inhibition, % at 20 µM. 0.22% of 360,000 active;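 active means compounds that cut the enzyme signal by at least half of the control window in the single-dose screen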;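 further: plate controls were DMSO wells with enzyme plus substrate for no effect and substrate without enzyme for full effect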
Target sequence (P24666 whole entry, looked up): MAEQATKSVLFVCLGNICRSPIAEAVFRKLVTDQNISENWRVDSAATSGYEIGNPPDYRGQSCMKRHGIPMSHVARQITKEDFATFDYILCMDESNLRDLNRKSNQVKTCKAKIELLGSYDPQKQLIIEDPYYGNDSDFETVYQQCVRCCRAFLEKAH
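Material: LMPTP-A; amount: 0.625 nM enzyme; doses: single 20 µM dose; times: reaction 50 min, room temperature, dark; technique: fluorescence intensity of OMFP turnover product; benchmarks: no-enzyme and uninhibited controls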
SUMO1 PPI mod: modulators of SUMO1 protein-protein interactions, primary screen, biochemical, uHTS. Small ubiquitin-related modifier 1 (Homo sapiens), P63165. SUMO1 binding to a labelled peptide, TR-FRET, 1 h. inhibition, % at 20 µM. 0.33% of 360,000 active; in the data active means inhibition above about 37%
Target sequence (P63165 whole entry, looked up): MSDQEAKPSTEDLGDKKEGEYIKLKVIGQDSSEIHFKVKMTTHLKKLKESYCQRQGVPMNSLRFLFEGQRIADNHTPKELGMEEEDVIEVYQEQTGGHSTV
Neddyl block: inhibitors of cullin neddylation, primary screen, biochemical, TR-FRET, uHTS, NAE and Ubc12; NEDD8-conjugating enzyme Ubc12 (Homo sapiens) + NEDD8-activating enzyme E1 regulatory …; calls only at 25 µM; 0.58% of 360,000 active; AID 651699, 2012; in the data active means inhibition above about 36%
TbMetRS inhib: T. brucei MetRS inhibitors, primary screen, biochemical, luminescence; 0.4% of 360,000 active; methionyl-tRNA synthetase (Trypanosoma brucei brucei); AID 624268, 2012; purified T. brucei MetRS, ATP depletion, Kinase-Glo luminescence; inhibition, % at 11.9 µM;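 active means inhibition above a per-plate cutoff of the control wells' mean inhibition plus 3 SD, cut at about 5.5% in these data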;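 further: 0% = DMSO wells median and 100% = median of wells with control inhibitor compound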
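Measured by: Kinase-Glo luciferase luminescence reporting remaining unconsumed ATP. Material: purified T. brucei MetRS enzyme. Doses: 11.9 µM compound single dose, 0.9% DMSO. Medium: HEPES buffer containing pyrophosphatase, BSA, spermine, DTT. Times: 15 min preincubation, 2 h reaction, all 25 °C. Reagent: methionine, ATP and bulk E. coli tRNA.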
Scp-1 inhibitor: Scp-1 phosphatase inhibitors, primary screen, biochemical, colorimetric, uHTS; Recombinant Scp1, phosphopeptide, malachite green phosphate absorbance; inhibition, % at 20 µM; 0.88% of 340,000 active;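 active means inhibition above about 50% at 20 µM, limit read from the data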;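 further: plate controls were DMSO wells with enzyme for no effect and wells lacking enzyme for full effect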
Target sequence (Q9GZU7 76-261 limits assumed): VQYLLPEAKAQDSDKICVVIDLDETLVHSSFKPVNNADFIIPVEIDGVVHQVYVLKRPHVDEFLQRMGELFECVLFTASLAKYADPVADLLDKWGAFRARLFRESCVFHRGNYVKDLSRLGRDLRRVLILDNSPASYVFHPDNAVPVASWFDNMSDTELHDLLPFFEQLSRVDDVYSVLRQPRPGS
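Test system: SCP-1 phosphatase catalytic domain, residues 76-261 | Compound dosing: One concentration, 20 µM, with 1.0% DMSO | Schedule: 45 min room-temperature reaction, 5 min colour, 30 min stabiliser | Detection: Absorbance at 630 nm | Read-out basis: % inhibition of SCP-1 phosphate liberation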
The depositor's hits bear a star; i = inactive; x = not tested or not shown; & = joins results of further samples.

SMILES	CendR NRP1 mod	DNMT1 inh	NadD inh	STEP inh	SKN-1 inh	LMPTP block	SUMO1 PPI mod	Neddyl block	TbMetRS inhib	Scp-1 inhibitor
CCOC(=O)c1ccc(S(=O)(=O)N2CCN(C(=O)C3CSC4(C)CCC(=O)N34)CC2)cc1 (centres undefined)	3.5	-2.7	-3.6	-0.6	-4.1	-4.4	-8.6	i	0.1	-0.1
CC(C)Cn1c(N)c(C(=O)COC(=O)C2CC(=O)N(Cc3ccccc3Cl)C2)c(=O)n(C)c1=O (centres undefined)	8.2	1.4	5.8	1.0	-8.3	0.9	4.3	i	-0.2	-5.5
CCc1nc(N)c(C#N)c(-c2ccc(F)cc2)c1C	4.3	1.2	-0.4	-0.2	5.4	-1.7	-0.6	i	0.2	-15.4
Cc1cccc(Nc2nnc(SCC(=O)c3c(N)n(C4CC4)c(=O)[nH]c3=O)s2)c1	0.1	2.0	7.8	-1.1	-9.8	2.1	1.1	i	-0.5	-3.3
Cn1cc(-c2nc3ccccc3[nH]2)c2ccccc21	-4.8	-4.0	-3.9	-0.2	16.8	10.8	5.2	x	0.6	-7.7
O=C(COC(=O)C1CCN(c2ccc(C(F)(F)F)cn2)CC1)NCc1ccccc1	3.2	-0.2	0.6	4.2	5.2	4.0	3.0	i	0.7	-7.6
O=C(Cc1ccccc1F)NCC(=O)Nc1ccccc1Br	14.9	-0.8	-10.6	-1.8	14.8	0.8	-3.6	i	0.0	-2.0
CCCCn1c(SCC(=O)Nc2cccc(OC)c2)nc2ccc(N3CCOCC3)cc2c1=O	-4.1	-4.7	20.6	6.9	12.3	2.6	3.9	x	0.1	21.8
CCOCCCNC(=O)C(NC(=O)CNC(=O)c1ccccc1)c1ccc(OC)cc1 (centres undefined)	-0.3	1.9	-2.7	11.9	4.9	-0.6	-0.4	i	-0.5	6.2
O=C(CN(C(=O)CCC(=O)Nc1nccs1)c1ccc(F)cc1)NCCc1ccccc1	11.8	-0.3	0.3	0.6	-0.2	-0.9	-1.0	i	-0.1	-5.5
OC1CNc2c(ccc3ccccc23)C1 (centres undefined)	8.4	-5.8	-2.6	1.3	4.5	-0.5	-11.5	x	-0.4	-15.3
Nc1nc(NC2CCCC2)cc(=O)[nH]1	-12.9	-12.0	-0.1	-4.5	10.4	0.6	2.3	i	-0.1	-2.7
Cc1cc(-c2nnco2)c(C)n1-c1ccccc1	-1.7	-3.4	4.2	-0.3	9.6	-0.2	-0.5	i	-0.6	-1.2
Cc1nn(Cc2ccccc2)c(C)c1C(=O)NCC(c1cccs1)N1CCOCC1 (centres undefined)	3.4	0.2	5.1	-1.4	-12.2	-10.3	-11.2	i	-0.1	-7.6
O=C(NCc1ccncc1)C(=O)N/N=C/c1cccnc1	-5.9	1.5	-4.7	5.7	-4.8	-1.1	10.9	i	-0.1	-4.9
Cc1cc(=O)[nH]c(-c2ccccc2OC(F)(F)F)n1	-4.5	2.8	-4.7	1.1	0.0	-0.8	-0.4	i	-0.2	-14.8
COc1cc(C(=O)Nc2cccc(-n3cnnn3)c2)cc(OC)c1OC	0.4	-2.4	2.1	-1.9	13.0	2.5	-2.6	i	0.6	1.2
CCC(=O)Nc1ccc(-c2nc(-c3ccccc3)n(CC(=O)N3CCCCC3)n2)cc1	5.1	0.8	17.2	-1.8	10.5	-1.0	3.4	i	0.5	1.0
N#Cc1cccnc1N1CCN(C(=O)c2cccs2)CC1	-12.0	-1.4	-5.2	0.1	4.6	-1.2	-1.6	i	-0.3	-4.5
O=C(NNS(=O)(=O)c1ccccc1F)c1cc(-c2ccccc2)n[nH]1	6.7	1.0	-3.1	-1.3	-3.8	3.5	1.7	i	-0.6	4.0
O=S1(=O)CC(N2CCN(Cc3ccccc3F)CC2)CN1Cc1cn(Cc2ccc(F)cc2)nn1 (centres undefined)	3.3	x	-0.2	x	-12.3	-1.2	-1.4	i	-2.5	x
O=C(CNC(=O)C1CCCCC1)NC1=NCCS1	2.8	1.6	6.8	2.1	13.6	-0.3	-2.2	i	-0.6	-8.0
Cc1ccc(CSCCNC(=O)CN2C(=O)c3ccccc3S2(=O)=O)cc1	4.1	0.3	-8.0	-1.2	7.2	-0.1	1.4	i	-0.5	-10.7
COc1ccccc1Cn1c(=O)c2ccccc2n2c(SCc3csc(C)n3)nnc12	4.9	-1.3	11.1	-2.7	7.2	0.0	3.2	i	-0.6	-2.5
COc1cc2c(cc1OC)C(CCc1ccccc1)=NCC2	-2.3	-8.3	2.7	-0.4	6.7	0.9	-10.7	x	0.9	-0.7
Cc1cc(CNC(=O)COc2ccc(C)c(C)c2)c2ccccc2n1	6.7	3.0	-6.7	7.3	-4.9	1.1	2.1	i	-0.4	-6.5
Cc1cc(C(=O)N/N=C/c2ccc3c(c2)OCO3)c2ccccc2n1	-2.3	-0.5	0.9	-1.9	-3.8	-1.2	-12.6	i	0.0	-1.9
Cc1ncsc1CCOC(=O)c1cccc([N+](=O)[O-])c1	2.5&13.6	3.2&2.1	-0.5&0.8	-1.0&-1.8	-4.1&-7.7	-0.1&-0.1	-19.8&-31.5	i	-0.2&-0.8	-1.2&20.3
COc1ccccc1N1CC(C(=O)Nc2nnc(SCC(=O)N3CCOCC3)s2)CC1=O (centres undefined)	-4.4	-0.4	5.6	-2.6	13.7	-0.8	2.9	i	-0.1	-4.2
CSc1ccc(C#N)cc1NC(=O)c1cccc(Cl)c1	-2.8	-4.6	-10.6	-2.7	9.5	-1.7	-0.1	i	-1.2	-21.5
Cc1cccc(OCC(=O)Nc2ccc(N3CCN(S(C)(=O)=O)CC3)cc2)c1C	-7.7	10.3	-0.7	-3.1	-13.6	-0.8	4.0	i	0.1	0.5
CCCCn1c(N)c(N(CCOC)C(=O)CSCc2ccc(Cl)c(Cl)c2)c(=O)[nH]c1=O	-2.4	-1.1	2.8	-0.3	14.8	0.5	3.7	i	-0.4	-6.2
O=C1c2ccccc2NC(c2ccccn2)N1c1ccccc1F (centres undefined)	-0.3	-1.2	8.7	-0.3	-2.2	-0.8	4.0	x	-0.6	-7.0
Nc1cc(S(=O)(=O)Nc2ccccc2Cl)ccc1N1CCCC1	1.3	4.4	2.2	1.6	-5.0	2.2	31.0	i	-0.8	-4.1
O=C(CSc1nnc(CCCO)n1-c1ccccc1)Nc1nccs1	8.0	2.5	-3.2	-4.1	5.3	-0.8	2.4	i	-0.5	-7.7
COc1cc2c(cc1CNC[C@H]1O[C@@H](n3cc(C)c(=O)[nH]c3=O)C[C@@H]1O)OCO2	-3.8	1.7	-4.3	0.2	1.7	0.4	2.0	i	0.6	x
O=C(CN(CC1CCCO1)S(=O)(=O)c1ccc(S(=O)(=O)NCC2CCCO2)cc1)Nc1ccccc1 (centres undefined)	-0.4	1.0	-7.4	0.9	2.9	-3.3	-1.1	i	-1.0	-6.5
COc1ccc(/C(C)=N/NC(=O)c2ccncc2)cc1[N+](=O)[O-]	4.6	6.0	-2.6	8.0	-8.8	1.2	-21.5	i	-0.1	-9.9
CCn1c(CNc2ccc(F)cc2)nnc1SCC(=O)Nc1ccc(OC)cc1OC	-10.3	-0.8	4.1	0.7	5.0	-1.2	1.8	i	-1.0	3.1
Cc1csc(NC(=O)CSc2ccc(-c3ccc(F)cc3)nn2)n1	-4.7	-2.4	0.5	0.4	12.6	-0.9	3.5	i	-0.9	-3.0
Cc1ccc(Cc2c(-c3ccc(F)cc3)nc3ccc(Br)cn23)cc1	-21.4	26.4	24.8	2.2	21.5	3.2	1.7	i	-0.6	x
Cn1nc(C(F)(F)F)c(C(=O)Nc2ccc(F)cc2F)c1Oc1cccc(Cl)c1	1.9	3.3	-6.8	-2.0	3.5	1.8	5.8	i	-0.1	-4.3
Cc1ccc(C)c(OCCC(=O)Nc2ccc(S(=O)(=O)N3CCCC3)cc2)c1	11.0	2.3	-13.1	0.5	1.4	2.4	3.9	i	-0.3	6.2
COc1ccc(CCNC(=O)CN(c2ccc(OC)c(OC)c2)S(=O)(=O)c2ccc(C)cc2)cc1	-7.5	0.9	-4.0	-1.6	9.8	-0.5	-0.6	i	-0.2	-2.8
COCCOc1ccc(C(F)(F)F)cc1NC(=O)CN1C(=O)NC2(CCc3ccccc32)C1=O (centres undefined)	-8.1	-0.5	-6.3	2.6	5.0	2.6	-1.4	i	0.1	-4.2

Record cards (already shown). Order of values: CendR NRP1 mod, DNMT1 inh, NadD inh, STEP inh, SKN-1 inh, LMPTP block, SUMO1 PPI mod, Neddyl block, TbMetRS inhib, Scp-1 inhibitor
CCc1nc(N)c(C#N)c(-c2ccc(F)cc2)c1C across the screens: 4.3, 1.2, -0.4, -0.2, 5.4, -1.7, -0.6, i, 0.2, -15.4
Cc1cc(C(=O)N/N=C/c2ccc3c(c2)OCO3)c2ccccc2n1 across the screens: -2.3, -0.5, 0.9, -1.9, -3.8, -1.2, -12.6, i, 0.0, -1.9

Next compounds
SMILES	CendR NRP1 mod	DNMT1 inh	NadD inh	STEP inh	SKN-1 inh	LMPTP block	SUMO1 PPI mod	Neddyl block	TbMetRS inhib	Scp-1 inhibitor
CSc1nc(N(C)NC(=O)c2ccc(F)cc2)c2ccccc2n1	-6.9	1.1	-4.2	-3.0	5.8	0.0	0.4	i	-0.9	3.6
CC(C)Cc1n[nH]c(=O)[nH]1	-2.1	1.6	3.0	0.3	17.3	-0.2	0.6	i	-0.9	-11.9
COc1ccccc1Oc1ccc2c(c1)C(=O)N(CC1CCCO1)C2=O (centres undefined)	2.1	-0.7	1.1	0.4	1.4	-1.0	-6.0	i	-0.1	-12.8
O=C(NCCS(=O)(=O)NCCc1ccccc1)c1ccc2c(c1)OCO2	-9.0	5.0	-1.5	-5.1	-0.2	-0.3	5.9	i	0.2	1.0
O=C(Nc1ccc(Cl)cc1C(F)(F)F)c1ccccc1Cl	0.3	-4.5	1.5	-0.8	5.0	0.0	2.5	i	-0.6	0.2
O=c1cc(-c2ccccc2)nc2nc(-c3ccccc3)[nH]n12	-5.1	2.8	3.1	-1.6	5.0	0.5	0.4	i	0.3	-3.6
CC(C)CN(CC(C)C)C1=N/C(=C\c2ccco2)C(=O)N1c1ccccc1	-8.6	-0.3	10.5	3.0	31.9	0.7	0.2	i	-1.7	2.6
